MLL CXXC-DNA inh – qHTS Fluorescence Polarization Assay for Inhibitors of MLL CXXC domain - DNA interaction; Histone-lysine N-methyltransferase 2A (Homo sapiens), Q03164; MLL-CXXC / FITC-HOXA9 DNA fluorescence polarization; Potency, µM (doses to about 115 µM), inactives show top-dose activity change, negative = inhibition, actives largely listed as inhibitors; actives 0.037% (n = 290,000); active means well fitted inhibition curve with a large enough effect in the polarisation, with a control signal flat, not every such curve was filed as active; inconclusive means small, poorly fitted or top-dose-only effect, or effect the other way, or a change in a side signal; inactive means no such curve, though single readings can be large or run the other way; the % refers to the polarisation
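Fluorescence polarization: 7 uM MLL-CXXC (stock) preincubated 5 min with compounds, then 50 nM fluorescein-HOX-A9 DNA (stock) added; 30 min ambient. Buffer 50 mM Tris-HCl pH 7.5, 50 mM NaCl, 1 mM DTT, 0.05% BSA.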
BRCA1 expr act – qHTS Assay to Identify Small Molecule Activators of BRCA1 Expression | MCF7-BRCA1-FFLuc reporter, luminescence, 48 h; response scale: scaled: vehicle 0%, 10 µM genistein 100% | actives 1.1% (n = 380,000) | Potency, µM (series often up to 46.1 µM), for the others: at the top dose activation, usual class: activators; further: nearly all actives have a fitted effect of over 80% in size; some results filed as inactive show a strong effect at the top dose
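MCF7-BRCA1-FFLuc, 2000 cells/well; 2 h attach, 37 °C/5% CO2; compound 48 h; luciferase substrate 15 min; luminescence end-point. Norm. to genistein 10 microM max activation and DMSO; concentration-response curves fitted.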
Rab9 promoter act – qHTS Assay for Rab9 Promoter Activators | Potency, µM (titrated, usually from 9.22 µM), inactives show top-dose activation, negative = inhibition, hits mostly activators | Huh7 Rab9 promoter-luciferase reporter, luminescence, 24 h | actives 2.8% (n = 320,000); further: % of control where 0% means no effect; nearly all actives have a fitted effect of over 60% in size
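Using Huh7 cells stably transfected with Rab9 promoter–luciferase, compounds were incubated 24 h at 37 °C, 5% CO2; luciferase luminescence was read 10 min after reagent addition.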
NPC1 prom act – qHTS Assay for NPC1 Promoter Activators. Huh7 NPC1 promoter luciferase reporter, 24 h. Potency, µM (series often up to 9.22 µM), for inactives: at the top dose activation, actives largely listed as activators. actives 2.4% (n = 320,000). AID 485313, 2010;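 further: % of control where 0% means no effect; nearly all actives have a fitted effect of over 60% in size; reporter is driven by a mutant NPC1 promoter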
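Stable NPC1-promoter luciferase Huh7 line; cpd (DMSO) 24 h, 37 °C, 5% CO2; Amplite luciferase reagent 10 min RT; luminescence readout. qHTS format.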
FLuc modulator – qHTS profiling assay for firefly luciferase inhibitor/activator using purifed enzyme and Km concentrations of substrates (counterscreen for miR-21 project). Luciferin 4-monooxygenase (Photinus pyralis), P08659. purified FLuc, Km substrates, luminescence inhibition. Potency, µM (doses to about 57.5 µM), inactives show at the top dose activity change, negative = inhibition, actives largely listed as inhibitors. actives 6.9% (n = 360,000);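 further: plate controls were vehicle for no effect and reference inhibitor for full effect; nearly all actives have a fitted effect of over 55% in size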
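Purified P. pyralis luciferase (10nM final) with 10uM D-luciferin and 10uM ATP (Km levels) in 50mM Tris acetate pH 7.5, 10mM Mg acetate, 0.01% Tween-20, 0.05% BSA; qHTS 6-point titration, ~60 µM downward; luminescence read.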
RORg inh – qHTS for inhibitors of ROR gamma transcriptional activity; Drosophila S2 Gal4-RORgamma UAS-luciferase reporter, 20 h; Potency, µM (top dose mostly 53.6 µM), for inactives: top-dose activity change, negative = inhibition, hits mostly inhibitors; actives 5.4% (n = 310,000); AID 2551, 2010; further: on the % scale 0 is the no-effect control and ±100 the full control effect; nearly all actives have a fitted effect of over 60% in size
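ROR gamma transcriptional activity was tracked as Gal4-UAS luciferase output in stably transfected Drosophila Schneider cells, with compound added 1 hr before 700 uM copper sulfate induction and a 20 hr ambient-temperature incubation.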
uPA surface inh – qHTS for Inhibitors of Cell Surface uPA Generation; cell surface uPA generation assay, qHTS; Potency, µM (doses to about 38.3 µM), for inactives: at the highest dose activity change, negative = inhibition, usual class: inhibitors; actives 0.31% (n = 330,000); active means well fitted inhibition curve with a large enough effect; inconclusive means small, poorly fitted or top-dose-only effect; inactive means no such curve, though single readings can be large or run the other way; tested in mouse RAW 264.7 cells; further: on the % scale 0 is the no-effect control and ±100 the full control effect; nearly all actives have a fitted effect of over 55% in size
VP16 counter – VP16 counterscreen qHTS for inhibitors of ROR gamma transcriptional activity; Potency, µM (doses to about 53.6 µM), for the others: at the highest dose activity, negative = inhibition, most hits filed as inhibitors; Drosophila S2 Gal4-VP16 UAS-luciferase, luminescence, 20 h; actives 3.5% (n = 310,000);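 further: Gal4-VP16 expression switched on by copper sulfate through the metallothionein promoter; on the % scale 0 is the no-effect control and ±100 the full control effect; nearly all actives have a fitted effect of over 50% in size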
ELG1 genotoxic – qHTS screen for small molecules that induce genotoxicity in human embryonic kidney (HEK293T) cells expressing luciferase-tagged ELG1. HEK293T ELG1-luciferase reporter, luminescence, 16 h. actives 1.3% (n = 330,000). AID 504466, 2011. Potency, µM (doses to about 46 µM), for inactives: top-dose activity change, positive = activation, usual class: activators; further: % of control where 0% means no effect; nearly all actives have a fitted effect of over 60% in size
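HEK293T cells expressing luciferase-tagged ELG1 were treated with compound or DMSO for 16 hr at 37°C. Luciferase activity was then read after 30 min with ONE-Glo at room temperature; rising signal flags genetic stress.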
p53 reactivation – qHTS assay for re-activators of p53 using a Luc reporter. AID 504706, 2011. H1299 p53-A138V BP100-luciferase reporter, luminescence, 24 h. actives 0.063% (n = 320,000). Potency, µM (doses to about 92.2 µM), for inactives: top-dose activity change, positive = activation, most hits filed as activators; further: % of control where 0% means no effect; nearly all actives have a fitted effect of over 45% in size
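H1299 (p53-null), stable ts p53-A138V + BP100-Luc; 1000 cells/well, Opti-MEM/10% FBS; cpd 4 pt, 1:5; 24 h, 37 deg C, 5% CO2; detection reagent 10 min RT; luminescence.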
MBNL1 CUG block – qHTS Assay for Inhibitors of MBNL1-poly(CUG) RNA binding. Muscleblind-like protein 1 (Homo sapiens), Q9NR56. actives 0.036% (n = 280,000). Potency, µM (titrated, usually from 57.5 µM), without a hit: at the top dose activity change, negative = inhibition, usual class: inhibitors. AID 2675, 2010. TR-FRET MBNL1-His/biotin-(CUG)12 binding, 665/545 ratio; active means well fitted inhibition curve with a large enough effect in the signal ratio, with a control signal flat, not every such curve was filed as active; inconclusive means small, poorly fitted or top-dose-only effect, or effect the other way, or a change in a side signal; inactive means no such curve, though single readings can be large or run the other way; the % refers to the signal ratio; further: on the % scale 0 is the no-effect control and ±100 the full control effect
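TR-FRET between His-tagged MBNL1 and biotin-(CUG)12 RNA, detected with Tb anti-His antibody (0.055 ng/ul) and streptavidin-XL665 (5 nM), 60 min at room temperature. Compounds titrated 92 nM to 58 uM; 665/545 nm ratio normalized to buffer and complex controls.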
* marks the source's active call; other numbers are inactive results; ? = inconclusive; nt = no result given; & = joins results of further samples; [ ] = dose if it differs, or a comment. Unless noted, the call rests on the fitted dose curve; in most records, active means well fitted curve in the direction sought with a large enough effect; inconclusive means small, poorly fitted or top-dose-only effect, or another doubt; inactive means no such curve, though single readings can be large; an effect the other way counts as inactive or inconclusive. Potency means the concentration at half of the fitted maximal effect.

SMILES	MLL CXXC-DNA inh	BRCA1 expr act	Rab9 promoter act	NPC1 prom act	FLuc modulator	RORg inh	uPA surface inh	VP16 counter	ELG1 genotoxic	p53 reactivation	MBNL1 CUG block
COCCSc1ccccc1C(=O)Nc1ccccc1C(C)C	0%	1%	-1%	-2%	1%	7%	-1%	-13%	-7%	6%	-9%
Cc1ccc2c(CN(C)Cc3cccc(F)c3)cc(=O)oc2c1C	?	75%	-3%[1.84 µM]	14%	?	17%	-20%	-6%	3%	16%	-1%
NS(=O)(=O)c1ccc(NC(=O)COC(=O)C2(c3ccccc3F)CCCC2)cc1	10%	-29%	-7%	1%	4%	41%	-17%	?	-2%	-4%	?
COc1cccc(NC(=O)c2cnc[nH]2)c1	-5%	67%	4%	23%	?	6%	-1%	-18%	8%	12%	0%
CCN1CCN(c2ccc(NC(=O)c3ccc([N+](=O)[O-])o3)cc2Cl)CC1	48%[activator]	-35%	-33%[inhibitor]	0%	?	-33%	-15%	4%[10 µM]	9%	-8%	?
CC1S/C(=N/N=C2CCCCC2)NC1=O (configuration not stated)	4%	-4%	-8%	0%	-3%	10µM*	2%	?	6%	17%	-9%
Nc1nc(SCC(=O)Nc2ncc(Cl)cc2Cl)n[nH]1	nt	-20%	0%	-1%	2%	nt	6%	nt	2%	-1%	nt
CCCn1nnc(NC(=O)c2cc(Br)cc(Br)c2OC)n1	-1%	-40%	-5%	-2%	-2%	-16%	nt	-11%	0%	-6%	3%
CCN(CCCNC(=O)C1CCC(=O)N1Cc1ccc(C)cc1)c1cccc(C)c1 (configuration not stated)	-4%	-8%	-2%	0%	1%	33%	0%	-4%	-5%	0%	1%
Cc1cc(C)nc(Nc2nc3ccccc3s2)n1	0%	85%	?	?	?	?	3%	6%	?	?	2%
CCOC(=O)CSc1n[nH]c(NC(=O)c2ccc(F)cc2)n1	78%[activator]	2%	-6%	1%	2%	3%	nt	-16%	0%	6%	-13%
CCOC(=O)C1(Cc2ccccc2C)CCCN(C(=O)CCc2cccnc2)C1 (configuration not stated)	8%	16%	10%	-2%	?	0%	-17%	?	0%	4%	1%
Cc1ccc(CSCC(=O)NCc2ccc3c(c2)OCO3)cc1	4%	0%	-3%	2%	0%	-7%	0%	7%	-1%	-4%	nt
Cc1cc(NC(=O)CSc2ccc3nnc(-c4ccc(F)cc4)n3n2)no1	-8%	3%	-1%	-5%	0%	-12%	nt	-1%	-1%	-2%	47%[activator]
Cc1cccc(N2CCN(C(=O)CCn3c(=O)[nH]c4ccccc4c3=O)CC2)c1C	-5%	-34%	1%	-1%	2%	31%	-8%	0%	-5%	-11%	-19%
CC(Oc1ccc2c(-c3ccccc3)cc(=O)oc2c1)C(=O)NCCCN1CCOCC1 (configuration not stated)	30%[activator]	15%	2%	-4%	-3%	-22%	-4%	5%	3%	13%	?
COc1ccccc1NC(=O)c1ccc(NC(=O)CN(C)Cc2ccccc2F)cc1	-3%	-3%	3%	0%	0%	17%	3%	0%	-7%	-3%	3%
CCC(=O)Nc1nnc(-c2cccs2)s1	9%	2%	?	17%	-15%	14%	1%	25%	?	5%	18%
COc1cccc(CC(=O)OCC(=O)N(C)CC(=O)Nc2ccccc2Cl)c1	nt	-11%	-1%	0%	2%	nt	-2%	nt	2%	6%	nt
Cc1ccc(NS(=O)(=O)c2ccc(C(=O)N3CCCC(C(F)(F)F)C3)cc2)cc1 (configuration not stated)	nt	-43%	-7%	-2%	5%	nt	15%	nt	19%	-6%	nt
O=C(CN1CCN(c2ccccn2)CC1)N(c1ccccc1)c1ccc2ccccc2c1	5%	-34%	-9%	-1%	5%	43%	-2%	8%	-6%	-6%	-4%
CCN(CC(=O)Nc1ccc2c(c1)OCCO2)C(=O)c1cc(=O)[nH]c2ccccc12	nt	-20%	-3%	-1%	-20%	nt	6%	nt	1%	-2%	nt
Cc1cc(=O)oc(C)c1C(=O)NCC(C)NC(=O)c1c(C)cc(=O)oc1C (configuration not stated)	2%	33%	1%	-2%	5%	4%	-3%	-5%	-3%	10%	-7%
COc1ccc(C(=O)NCCN2CCOCC2)c(OC)c1	-6%	-6%	3%	-4%	-2%	29%	3%	-2%	-1%	-2%	-6%
COc1ccc(OCC(=O)N2c3ccc(C)cc3C3CN(C)CCC32)cc1 (configuration not stated)	-1%	-4%	2%	2%	-7%	1%	5%	2%	3%	-3%	0%
O=C1CN(C(=O)COC(=O)c2ccccc2NCc2ccco2)c2ccccc2N1	11%	-12%	0%	-1%	-3%	10%	7%	9%	-5%	-4%	2%
CC(NC(=O)C(=O)NCCN1CCN(C(=O)c2ccc([N+](=O)[O-])cc2)CC1)c1ccccc1 (configuration not stated)	-3%	5%	0%	3%	-1%	1%	4%	0%	-8%	-7%	?
Cc1scc(C(=O)NNC(=S)NC(C)c2ccccc2)c1C (configuration not stated)	-4%	-23%	-9%	1%	13%	-43%	4%	-12%	1%	-10%	-7%
COc1ccc(-c2n[nH]c(=S)n2Cc2ccccc2)cc1OC	-6%	-4%	-5%	-3%	-1%	11µM*	-1%	?	4%	-4%	-2%
CCOc1ccc(CN(C)C(=O)CNC(=O)C2CCCCC2)cc1	-5%	3%	3%	-1%	0%	2%	-1%	3%	-14%	-8%	0%

Given bar-delimited: entries from further up.
structure | MLL CXXC-DNA inh | BRCA1 expr act | Rab9 promoter act | NPC1 prom act | FLuc modulator | RORg inh | uPA surface inh | VP16 counter | ELG1 genotoxic | p53 reactivation | MBNL1 CUG block
CCN(CC(=O)Nc1ccc2c(c1)OCCO2)C(=O)c1cc(=O)[nH]c2ccccc12 | nt | -20% | -3% | -1% | -20% | nt | 6% | nt | 1% | -2% | nt
Cc1cc(=O)oc(C)c1C(=O)NCC(C)NC(=O)c1c(C)cc(=O)oc1C (configuration not stated) | 2% | 33% | 1% | -2% | 5% | 4% | -3% | -5% | -3% | 10% | -7%

The results go on.
SMILES	MLL CXXC-DNA inh	BRCA1 expr act	Rab9 promoter act	NPC1 prom act	FLuc modulator	RORg inh	uPA surface inh	VP16 counter	ELG1 genotoxic	p53 reactivation	MBNL1 CUG block
O=C(O)c1ccn2c(C(=O)c3ccccc3)c(-c3ccccc3)cc2c1	-13%	0%	-2%	-2%	-1%	14%	4%	0%	3%	-5%	nt
COC(=O)/C(C#N)=C(/Nc1ccc(F)c(Cl)c1)C(F)(F)F	6%	0%	1%	-5%	3%	24%	1%	6%	3%	-3%	-5%
O=C(CSc1nc(-c2ccncc2)nn1CC(=O)N1CCCCC1)NC1CCCC1	6%	-3%	0%	0%	-3%	-9%	-1%	-3%	2%	-2%	0%
CCCn1c(=O)[nH]c(=O)c2[nH]cnc21	-4%&-17%	0%	-7%[46.1 µM]	-4%[46.1 µM]	6%	15%&18%	-8%	-9%&0%	0%	2%	30%[activator]
COc1ccccc1Nc1nc(C)cc(=O)[nH]1	4%	0%	11%	-3%	5%[2.3 µM]	0%	-6%	-1%	3%	-7%	0%

Profiles, quoted from the list. Screens in order: MLL CXXC-DNA inh	BRCA1 expr act	Rab9 promoter act	NPC1 prom act	FLuc modulator	RORg inh	uPA surface inh	VP16 counter	ELG1 genotoxic	p53 reactivation	MBNL1 CUG block
`CCCn1c(=O)[nH]c(=O)c2[nH]cnc21` is entered as -4%&-17%	0%	-7%[46.1 µM]	-4%[46.1 µM]	6%	15%&18%	-8%	-9%&0%	0%	2%	30%[activator]
`COC(=O)/C(C#N)=C(/Nc1ccc(F)c(Cl)c1)C(F)(F)F` is entered as 6%	0%	1%	-5%	3%	24%	1%	6%	3%	-3%	-5%
`O=C(O)c1ccn2c(C(=O)c3ccccc3)c(-c3ccccc3)cc2c1` is entered as -13%	0%	-2%	-2%	-1%	14%	4%	0%	3%	-5%	nt

Source: PubChem BioAssay (National Center for Advancing Translational Sciences (NCATS))

These rows are one share of the data, so the mix of outcomes need not match the whole.
